# Compound activity deposited in PubChem BioAssay by National Center for Advancing Translational Sciences (NCATS).
# NPSR antagonist – antagonists of human neuropeptide S receptor cAMP signaling; Q6W5P4; CHO-NPSR cells, cAMP TR-FRET, antagonist mode; Potency, µM (titrated, usually from 38.3 µM), without a hit: at the highest dose activity change, negative = inhibition, usual class: inhibitors; 220,000 compounds, 1% hits; AID 1461; further: potency means the concentration at half of the fitted maximal effect; on the % scale 0 is the no-effect control and ±100 the full control effect; nearly all actives have a fitted effect of over 50% in size; many of its hits are not listed in these tables
# Lamin A splicing – changes lamin A minigene splicing in HeLa cells; Potency, µM (doses to about 46.1 µM), inactives show at the highest dose ratio change, negative = inhibition, hits mostly inhibitors; 200,000 compounds, 0.01% hits; HeLa LMNA splicing GFP/RFP minigene ratio, 48 h; active means well fitted inhibition curve with a large enough effect in the signal ratio, with a control signal flat, not every such curve was filed as active; inconclusive means small, poorly fitted or top-dose-only effect, or effect the other way, or a change in a side signal; the % refers to the signal ratio; further: potency means the concentration at half of the fitted maximal effect; on the % scale 0 is the no-effect control and ±100 the full control effect
#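 Read-out is the ratio of GFP to DsRed2 object intensity, acquired by 488 nm laser-scanning cytometry on HeLa lamin A-EGFP minigene reporter cells. Compound incubation 48 hrs at 37 °C in Opti-MEM with 2% FBS; DMSO 0.5% final.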
# CBFb RUNX1 block – inhibitors of human CBF-beta and RUNX1 interaction; AlphaScreen CBFb-His/RUNX1-biotin binding, biochemical; AID 1477; Q01196+Q13951; Potency, µM (titrated, usually from 59.8 µM), for the others: top-dose activity, negative = inhibition, hits mostly inhibitors; 230,000 tested, under 10 active; further: % of control where 0% means no effect
# Target sequence (Q01196 whole entry, looked up): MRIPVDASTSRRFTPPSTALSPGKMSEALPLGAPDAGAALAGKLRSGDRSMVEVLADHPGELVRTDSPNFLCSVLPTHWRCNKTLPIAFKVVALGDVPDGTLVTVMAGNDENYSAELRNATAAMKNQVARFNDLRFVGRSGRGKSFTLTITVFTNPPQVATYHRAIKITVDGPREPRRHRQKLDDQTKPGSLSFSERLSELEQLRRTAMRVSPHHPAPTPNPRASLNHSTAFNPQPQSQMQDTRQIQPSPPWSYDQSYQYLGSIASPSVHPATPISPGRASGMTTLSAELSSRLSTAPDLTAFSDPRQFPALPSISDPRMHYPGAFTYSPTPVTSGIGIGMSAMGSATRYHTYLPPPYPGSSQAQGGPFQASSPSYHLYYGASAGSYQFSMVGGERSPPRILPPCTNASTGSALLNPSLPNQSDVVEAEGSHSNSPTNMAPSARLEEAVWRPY
# Target sequence (Q13951 whole entry, looked up): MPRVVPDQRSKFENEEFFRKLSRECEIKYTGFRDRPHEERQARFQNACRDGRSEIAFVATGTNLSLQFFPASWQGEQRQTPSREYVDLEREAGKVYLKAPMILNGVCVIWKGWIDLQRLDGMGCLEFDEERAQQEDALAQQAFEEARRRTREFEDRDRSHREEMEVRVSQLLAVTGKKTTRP
#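 His-tagged CBF-beta and biotinylated RUNX1 (30 nM each) were premixed 20 min at room temperature, exposed to compound for 15 min, then given nickel-chelate and streptavidin AlphaScreen beads (50 ng each). After 90 min, AlphaScreen signal was read.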
# IMPase Li inh – membrane-permeable IMPase blocker, potentiated with lithium; AID 1457; 210,000 compounds, 0.35% hits; Potency, µM (series often up to 59.4 µM), inactives show at the top dose activity, negative = IMPase inhibition, usual class: inhibitors; CHO-M1 cells, IP1 TR-FRET (IP-One), carbachol + lithium;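 further: IP1 builds up when IMPase is blocked and the TR-FRET signal falls; potency means the concentration at half of the fitted maximal effect; plate controls were basal vehicle for no effect and high inhibitor control for full effect; nearly all actives have a fitted effect of over 50% in size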
#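 Concentration–response in CHO-M1 cells, lithium-potentiated; 30 min at 37C. IP1 detected by competitive TR-FRET after 10 min lysis at RT. Hill-fitted AC50.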
# Luc counter – counter-screen: inhibitors of Kinase-Glo firefly luciferase; Q27757; Kinase-Glo luciferase, ATP luminescence, 8 min; Potency, µM (titrated, usually from 38.3 µM), without a hit: top-dose activity change, negative = inhibition, usual class: inhibitors; 200,000 compounds, 0.28% hits; further: potency means the concentration at half of the fitted maximal effect; on the % scale 0 is the no-effect control and ±100 the full control effect; nearly all actives have a fitted effect of over 60% in size
#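 Kinase-Glo luciferase light output from ATP and luciferin was measured with 10 uM ATP, within the enzyme's linear range. Buffer: 50 mM imidazole pH 7.2, 50 mM KCl, 7 mM MgCl2, 0.01% Tween 20, 0.05% BSA; luminescence read after 8 min at ambient temperature.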
# Epigenetic derep – regulators of epigenetic silencing causing reporter derepression in mouse cells | 280,000 compounds, 0.2% hits | murine LDR cells, GFP reporter derepression, 30 h | Potency, µM (series often up to 53.9 µM), for the others: at the highest dose GFP activation, most hits filed as activators; further: potency means the concentration at half of the fitted maximal effect; % of control where 0% means no effect; nearly all actives have a fitted effect of over 60% in size
#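 Reporter derepression read as number of fluorescent GFP-positive objects, 20-120 um in size, counted by laser-scanning cytometer. Mouse LDR line with an epigenetically silenced CMV-GFP locus; compound incubation 30 h, 37 C.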
# GLA spleen mod – inhibits or activates alpha-galactosidase in human spleen homogenate. P06280. 240,000 compounds, 0.008% hits. AID 2107. Potency, µM (highest dose often 80 µM), for inactives: at the highest dose activity change, negative = inhibition, actives largely listed as inhibitors. human spleen homogenate, 4MU-alpha-Gal fluorescence, 40 min;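 further: potency means the concentration at half of the fitted maximal effect; 0% = enzyme with vehicle and -100% = no enzyme basal signal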
# Target sequence (P06280 32-429 limits assumed): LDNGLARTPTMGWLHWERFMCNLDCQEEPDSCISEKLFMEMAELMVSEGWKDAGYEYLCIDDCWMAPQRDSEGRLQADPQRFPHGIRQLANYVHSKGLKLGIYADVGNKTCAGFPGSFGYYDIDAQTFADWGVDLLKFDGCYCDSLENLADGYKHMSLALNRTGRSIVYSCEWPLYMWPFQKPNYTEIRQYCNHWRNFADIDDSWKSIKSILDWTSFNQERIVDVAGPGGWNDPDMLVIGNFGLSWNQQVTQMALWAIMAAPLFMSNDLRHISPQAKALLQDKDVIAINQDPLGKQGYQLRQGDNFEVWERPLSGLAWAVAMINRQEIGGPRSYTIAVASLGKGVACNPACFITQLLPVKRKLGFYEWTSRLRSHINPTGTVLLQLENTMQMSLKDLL
#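 Fluorogenic readout (Ex 365/Em 440 nm) of 4-methylumbelliferone released from 1 mM 4-MU-alpha-galactoside by spleen homogenate, 40 min at 37C, pH 5.0. Data normalized to no-enzyme and enzyme controls; Hill-equation AC50 from compound titrations.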
# The depositor's hits bear a star; ? = inconclusive; / = not tested or not shown; [ ] = another dose, or the depositor's remark. Unless noted, the call rests on the fitted dose curve; in most records, active means well fitted curve in the direction sought with a large enough effect; inconclusive means small, poorly fitted or top-dose-only effect, or another doubt; inactive means no such curve, though single readings can be large; an effect the other way counts as inactive or inconclusive. Some of the compounds tested; rates above refer to the full screens.
SMILES,NPSR antagonist,Lamin A splicing,CBFb RUNX1 block,IMPase Li inh,Luc counter,Epigenetic derep,GLA spleen mod
CCNc1nc(NC(C)C)nc(N(n2cnnc2)S(=O)(=O)c2ccc(C)cc2)n1,-5%,-4%,18%,17%,-1%,0.0%,-1%
CCC(=O)Nc1cccc(-n2nnnc2SCC(=O)NCc2ccco2)c1,-4%[46.1 µM],-10%,0%,-3%[38.3 µM],1%,0.0%,1%
C=CCc1cc(OC)ccc1OCCOCCC(C(=O)OCC)C(=O)OCC,-12%,?,11%,10%,-4%,1.3%,-8%
CCOc1ccc(C2Nc3ccccc3C(CC)(CC)O2)cc1 (centres undefined),-25%,/,18%,-23%,0%,-1.2%,4%
CC1(C)CC(=O)C(C(c2ccc(F)cc2)C2C(=O)CC(C)(C)CC2=O)C(=O)C1,13%,5%,-12%,-3%,2%,-0.6%,-3%
COC(=O)c1ccc2nc(NC(=O)C3CCCCC3)sc2c1,14%,?,6%,10%,0%,-3.5%,7%
COc1ccc(-n2c(C)cc(C(=O)CSc3ccc(NC(C)=O)cc3)c2C)cc1,-30%,?,1%,12%,3%,1.1%,5%
O=c1c2cc(NC(=S)NC3CCN(Cc4ccccc4)CC3)ccc2nc2n1CCCCC2,8%,-11%[9.22 µM],1%,14%,-1%,0.0%,3%
O=C(NCC12CC3CC(CC(C3)C1)C2)c1nc2ncccn2n1,-12%[46.1 µM],-2%,4%,/,/,-1.0%,1%
CCOC(=O)C1(CCCc2ccccc2)CCN(C(=O)C2CCCN(C(N)=O)C2)CC1 (centres undefined),-10%,/,8%,-7%,1%,-4.6%,-1%
CC(C)C(NC(=O)c1ccc(C(C)(C)C)cc1)C(=O)OCC(=O)NC(=O)Cc1ccccc1 (centres undefined),-27%,?,-11%,4%,0%,-3.9%,2%
O=C(c1cccc(S(=O)(=O)N2CCOCC2)c1)N1CCN(S(=O)(=O)c2cccs2)CC1,9%,-1%[46 µM],0%,-5%,2%,-0.3%,4%
O=C(c1cccc([N+](=O)[O-])c1)c1ccc2c(c1)C(=O)NC2=O,9%,-7%[46 µM],1%,-1%,-1%,-1.9%,1%
CC(C)(CCO)NC(=S)NC1CC2C=CC1C2 (centres undefined),-15%,/,2%,/,/,-2.0%,6%
COC(=O)C(Cc1ccccc1)NC(=O)COc1ccc(C(C)(C)C)cc1 (centres undefined),-16%[46.1 µM],?,16%,33%[activator][38.3 µM],0%,0.7%,4%
CC(=O)Nc1ccc(S(=O)(=O)Oc2ccc(/C=N/NC(=O)c3ccc(Cl)cc3)cc2)cc1,?,-7%,1%,3%[38.3 µM],-1%,6.5%,5%
CCCCN(C)C(=S)Nc1ccsc1C(=O)OC,-31%,/,?,7%,16%,-6.3%,1%
CN(CC(=O)Nc1c(Cl)cccc1Cl)C(=O)CCCN1C(=O)c2ccccc2C1=O,12%[46.1 µM],-2%,23%,10%[38.3 µM],-4%,2.1%,12%
Nc1cc(=O)[nH]n1C1CCN(c2ccccc2)CC1,-1%[46.1 µM],1%,-2%,13%[38.3 µM],-2%,1.0%,15%
Cc1ccc(CSc2ncnc3c2cnn3Cc2ccccc2)cc1C,-16%[46.1 µM],?,12%,13%[38.3 µM],-2%,1.7%,-1%
O=C(CSc1nnnn1-c1ccc2c(c1)OCCO2)N1CCN(C(=O)c2ccco2)CC1,27%,-3%[46 µM],6%,-1%,1%,-0.2%,-2%
CCCOC(=O)c1ccc(NC(=O)C(CC)CC)cc1,-16%,10%,8%,18%,-1%,-0.9%,-3%
CC(Sc1nc2ccccc2s1)C(=O)NCc1ccc2c(c1)OCO2 (centres undefined),-6%[46.1 µM],-12%,-4%,/,/,-0.9%,2%
CCc1ccc(NC(=O)C2(c3ccccc3)CC2(Cl)Cl)cc1 (centres undefined),?,9%,13%,11%[38.3 µM],0%,-0.9%,2%
Cc1cccc(-c2nnc(SCC#N)n2Cc2ccccc2)c1,-17%[46.1 µM],-8%,1%,-10%[38.3 µM],18%,0.0%,1%
Cc1cccc(N2CCN(S(C)(=O)=O)CC2)c1C,?,-6%,2%,/,/,-0.7%,7%
CCOC(=O)C1=C(C)NC(C)=C(C(=O)OCC)C1C(=O)OCC(=O)N1CCc2ccccc21,-16%[46.1 µM],?,9%,0%[38.3 µM],4%,-10%,9%
CCCN(CCC)CCNC(=O)C1CC(=O)N(c2ccc(OC)cc2)C1c1ccc(OC)cc1 (centres undefined),-6%[46.1 µM],-3%,0%,7%[38.3 µM],1%,-1.5%,-1%
O=C(O)CCCN1C(=O)c2ccc(C(=O)c3cccc([N+](=O)[O-])c3)cc2C1=O,-3%,/,3%,6%,0%,-0.6%,1%
COc1ccc(NS(=O)(=O)c2cccc(NC(=O)CCC(=O)c3cccs3)c2)cc1,8%,?,4%,-6%,2%,0.0%,6%
COC(=O)c1oc2ccc(Cl)cc2c1N,11%[46.1 µM],-5%,0%,3%[38.3 µM],-4%,-1.0%,-7%
c1ccc(-n2ncc3c(NCc4ccco4)ncnc32)cc1,?,-23%,-6%,?,1%,-2.1%,6%
Cc1ccccc1NC(=O)Cn1nc(-c2ccccc2)nc1-c1ccccc1,-13%[46.1 µM],1%,-2%,-2%[38.3 µM],-1%,4.2%,1%
O=S(=O)(Nc1ccc2c(c1)CCC2)c1cccs1,-4%[46.1 µM],-1%,17%,/,/,-3.5%,1%
COc1ccc(OCC(=O)NN2Cc3ccccc3C2=N)cc1,-1%[46.1 µM],-4%,1%,17%[38.3 µM],2%,5.9%,6%
Cc1c(NC(=O)Cn2ccc([N+](=O)[O-])n2)c(=O)n(-c2ccccc2)n1C,2%[46.1 µM],-1%,-3%,7%[38.3 µM],1%,-1.6%,-8%
COc1ccc(C(=O)CN2C(=O)NC3(CCCCC3)C2=O)cc1OC,4%,20%[46 µM],-9%,2%,-4%,1.1%,0%
Cc1ccccc1-c1nc(CS(=O)(=O)CC(=O)N2CCc3ccccc32)c(C)o1,-19%[46.1 µM],-10%,-1%,13%,2%,1.0%,5%
CC(C)C(=O)N1CCN(c2ccccc2N)CC1,1%[46.1 µM],4%,-10%,14%[38.3 µM],2%,0.7%,9%
CCOc1ccc(NC(C)=O)cc1[N+](=O)[O-],-7%,6%[46 µM],4%,6%,-3%,-2.0%,1%

# Shown with values under each structure: part of the list above
# The line under a structure holds: NPSR antagonist, Lamin A splicing, CBFb RUNX1 block, IMPase Li inh, Luc counter, Epigenetic derep, GLA spleen mod
O=C(CSc1nnnn1-c1ccc2c(c1)OCCO2)N1CCN(C(=O)c2ccco2)CC1
  27%, -3%[46 µM], 6%, -1%, 1%, -0.2%, -2%
CCCOC(=O)c1ccc(NC(=O)C(CC)CC)cc1
  -16%, 10%, 8%, 18%, -1%, -0.9%, -3%
CC(Sc1nc2ccccc2s1)C(=O)NCc1ccc2c(c1)OCO2 (centres undefined)
  -6%[46.1 µM], -12%, -4%, /, /, -0.9%, 2%
CCc1ccc(NC(=O)C2(c3ccccc3)CC2(Cl)Cl)cc1 (centres undefined)
  ?, 9%, 13%, 11%[38.3 µM], 0%, -0.9%, 2%
Cc1cccc(-c2nnc(SCC#N)n2Cc2ccccc2)c1
  -17%[46.1 µM], -8%, 1%, -10%[38.3 µM], 18%, 0.0%, 1%
Cc1cccc(N2CCN(S(C)(=O)=O)CC2)c1C
  ?, -6%, 2%, /, /, -0.7%, 7%
CCOC(=O)C1=C(C)NC(C)=C(C(=O)OCC)C1C(=O)OCC(=O)N1CCc2ccccc21
  -16%[46.1 µM], ?, 9%, 0%[38.3 µM], 4%, -10%, 9%
CCCN(CCC)CCNC(=O)C1CC(=O)N(c2ccc(OC)cc2)C1c1ccc(OC)cc1 (centres undefined)
  -6%[46.1 µM], -3%, 0%, 7%[38.3 µM], 1%, -1.5%, -1%
O=C(O)CCCN1C(=O)c2ccc(C(=O)c3cccc([N+](=O)[O-])c3)cc2C1=O
  -3%, /, 3%, 6%, 0%, -0.6%, 1%
COc1ccc(NS(=O)(=O)c2cccc(NC(=O)CCC(=O)c3cccs3)c2)cc1
  8%, ?, 4%, -6%, 2%, 0.0%, 6%
COC(=O)c1oc2ccc(Cl)cc2c1N
  11%[46.1 µM], -5%, 0%, 3%[38.3 µM], -4%, -1.0%, -7%
c1ccc(-n2ncc3c(NCc4ccco4)ncnc32)cc1
  ?, -23%, -6%, ?, 1%, -2.1%, 6%
Cc1ccccc1NC(=O)Cn1nc(-c2ccccc2)nc1-c1ccccc1
  -13%[46.1 µM], 1%, -2%, -2%[38.3 µM], -1%, 4.2%, 1%
O=S(=O)(Nc1ccc2c(c1)CCC2)c1cccs1
  -4%[46.1 µM], -1%, 17%, /, /, -3.5%, 1%
COc1ccc(OCC(=O)NN2Cc3ccccc3C2=N)cc1
  -1%[46.1 µM], -4%, 1%, 17%[38.3 µM], 2%, 5.9%, 6%
Cc1c(NC(=O)Cn2ccc([N+](=O)[O-])n2)c(=O)n(-c2ccccc2)n1C
  2%[46.1 µM], -1%, -3%, 7%[38.3 µM], 1%, -1.6%, -8%
COc1ccc(C(=O)CN2C(=O)NC3(CCCCC3)C2=O)cc1OC
  4%, 20%[46 µM], -9%, 2%, -4%, 1.1%, 0%

# Next records follow:
SMILES,NPSR antagonist,Lamin A splicing,CBFb RUNX1 block,IMPase Li inh,Luc counter,Epigenetic derep,GLA spleen mod
Cc1[nH]n(-c2ccccc2)c(=O)c1N=Nc1ccccc1O,10%,?,/,21%,-2%,7.4%,6%
Nc1nn(-c2cccc(F)n2)cc1-c1ccc(Cl)cc1,0%,/,6%,9%,-7%,-2.5%,20%
COc1ccccc1NC(=O)Cc1noc(CSc2cc(C)c3ccccc3n2)n1,-18%[46.1 µM],-22%,0%,27%[38.3 µM],1%,-4.8%,-2%
Cc1noc(C)c1S(=O)(=O)N1CCC(C(=O)Nc2ccccn2)CC1,1%[46.1 µM],3%,12%,-5%[38.3 µM],-1%,0.0%,11%
COc1ccc(CNC(=O)Cn2cc(C(F)(F)F)ccc2=O)cc1,-2%[46.1 µM],-8%,-4%,/,/,-0.9%,0%
